# DENV2 CPE: DENV2-induced cell death inhibition; CPE inhibition, % at 9.99 µM; DENV2-infected cells, cytopathic effect rescue, plate reader; 350,000 tested, 1.7% active; AID 651640; in the data active = CPE inhibition above about 20%, passing the limit was not always enough; inconclusive = no clear call, values can overlap the other calls; tested in BHK-21 cells;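 note: 0% = median of neutral control wells and 100% = median of positive control wells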
# CFTR F508del cor: correctors of CFTR F508del function in bronchial epithelial cells; activity (quench increase), % at 7.58 µM; CFBE cells, YFP halide quenching; stimulated with forskolin plus potentiator P3; % fluorescence drop versus neutral controls; 350,000 tested, 0.36% active;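 active = mean added fluorescence quench of at least 8% versus neutral control, with both replicates also reaching 8%; inconclusive = only one of the mean or replicate conditions met; inactive = mean below 8% and not both replicates reaching 8%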;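 note: cells transiently co-express mutant CFTR-F508del with the halide-sensitive YFP; corrector assay measuring rescue of mutant channel to the surface after 24 h compound exposure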
# miR-122 sensor: miR-122 inhibition in Huh7 cells. 340,000 tested, 0.3% active. Huh7 miR-122 Renilla luciferase sensor, 48 h; neutral wells = 0, positive control = 100. activation (reporter increase), % at 12.5 µM. AID 602342;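 active = mean replicate activation score at least 90 and every replicate individually at or above 90; inconclusive = only one of the two criteria met; inactive = neither criterion met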;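 note: higher luciferase means less miR-122 activity so hits act as miR-122 inhibitors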
# SIRT5 inh: blocks human SIRT5 desuccinylation of peptide; AID 652115; Purified SirT5, succinyl-peptide AMC, trypsin-coupled fluorescence; Q9NXA8; inhibition, % at 15 µM; 330,000 tested, 1.1% active; in the data active = inhibition above about 15%; inconclusive = no clear call, values can overlap the other calls
# Target sequence (Q9NXA8 whole entry, looked up): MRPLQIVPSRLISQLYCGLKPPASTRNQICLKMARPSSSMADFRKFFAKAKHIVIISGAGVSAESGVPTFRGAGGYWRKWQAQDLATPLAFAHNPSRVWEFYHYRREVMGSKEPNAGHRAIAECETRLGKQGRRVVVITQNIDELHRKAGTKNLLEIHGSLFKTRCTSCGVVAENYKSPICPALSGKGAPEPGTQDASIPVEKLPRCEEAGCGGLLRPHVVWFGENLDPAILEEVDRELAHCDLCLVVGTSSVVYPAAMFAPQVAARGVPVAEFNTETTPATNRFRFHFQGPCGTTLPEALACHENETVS
# ERAP1 inh: blocks human ERAP1 aminopeptidase activity; 340,000 tested, 0.15% active; inhibition, % at 10.7 µM; Q9NZ08; recombinant ERAP1, Leu-AMC fluorescence, 60 min;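 active = mean replicate inhibition of at least 30%, or all replicates individually reaching that 30% level; inactive = mean below 30% and not every replicate reaching it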;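 note: 0% = neutral control wells and 100% = L-leucinethiol positive control wells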
# ERp5 block: blocks human ERp5 reductase activity on insulin; Q15084; ERp5 insulin aggregation, absorbance 650 nm, 90 min; inhibition, % at 9.99 µM; 350,000 tested, 0.05% active;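 active = mean replicate inhibition above about 25%, with every replicate also reaching it, limit read from the data, passing the limit was not always enough; inconclusive = only one of those two criteria met; inactive = neither criterion met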
# Target sequence (Q15084 whole entry, looked up): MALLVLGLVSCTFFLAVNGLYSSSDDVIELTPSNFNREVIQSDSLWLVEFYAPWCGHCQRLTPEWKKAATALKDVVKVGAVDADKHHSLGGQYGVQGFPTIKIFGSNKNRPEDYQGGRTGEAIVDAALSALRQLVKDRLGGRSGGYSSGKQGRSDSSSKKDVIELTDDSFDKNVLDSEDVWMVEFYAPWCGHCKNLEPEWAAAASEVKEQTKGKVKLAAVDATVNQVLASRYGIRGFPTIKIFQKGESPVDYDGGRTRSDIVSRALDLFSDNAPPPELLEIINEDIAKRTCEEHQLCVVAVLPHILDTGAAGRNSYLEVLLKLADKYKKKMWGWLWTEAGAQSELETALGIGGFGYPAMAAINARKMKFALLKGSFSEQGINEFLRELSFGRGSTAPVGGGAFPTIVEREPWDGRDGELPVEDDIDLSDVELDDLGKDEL
# CASP6 VEID inh: caspase-6 (human) enzyme inhibition | purified caspase-6, Z-VEID-R110 cleavage fluorescence | P55212 | 350,000 tested, 0.53% active | inhibition, % at 12.5 µM;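 active = mean inhibition across replicates at least about 35%, with every replicate also reaching that limit, limit read from the data; inconclusive = only one of the two criteria met; inactive = neither criterion met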;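 note: 0% = median of neutral control wells and 100% = no fluorescence left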
# Target sequence (P55212 24-179 limits assumed): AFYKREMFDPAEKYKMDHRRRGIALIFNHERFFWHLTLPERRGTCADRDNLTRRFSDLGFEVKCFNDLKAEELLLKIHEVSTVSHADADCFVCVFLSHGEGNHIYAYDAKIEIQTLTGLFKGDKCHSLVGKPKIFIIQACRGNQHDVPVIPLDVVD
# Target sequence (P55212 194-293 limits assumed): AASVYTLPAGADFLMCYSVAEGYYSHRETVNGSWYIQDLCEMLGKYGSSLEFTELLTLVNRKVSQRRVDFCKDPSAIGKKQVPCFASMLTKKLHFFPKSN
# Numbers without * were called inactive; ? = inconclusive; · = not tested or not shown; & = joins results of further samples; [ ] = remark or other dose. Rows were taken by chance (roughly 4% active in at least one column).
SMILES,DENV2 CPE,CFTR F508del cor,miR-122 sensor,SIRT5 inh,ERAP1 inh,ERp5 block,CASP6 VEID inh
COc1ccccc1NC(=O)CSc1n[nH]c(-c2ccccn2)n1,-6,-0.3,-4,-5,1,-1,2
Cc1cccc(-n2ncc3c2CCCC3NC(=O)C2(C(N)=O)CC2)c1C (stereo not given),3,1.7,·,4,-2,6,1
C[C@@H]1CN([C@H](C)CO)C(=O)c2cc(NS(=O)(=O)c3cn(C)cn3)ccc2O[C@H]1CN(C)Cc1ccc(C(=O)Nc2ccccc2N)cc1,-1,-2.6,0[16.7 µM],·,4,0,2
COc1ccc(CN(C)C[C@H]2Oc3ccc(NS(=O)(=O)c4ccc(C)cc4)cc3C(=O)N([C@H](C)CO)C[C@H]2C)cc1,14,-1.8,10[16.7 µM],2,-7,0,-1
CC(O)[C@H]1CNC(=O)C(=O)N1CC1(c2ccccc2)CC1 (stereo not given in full),-2,2.5,-1,2,1,-5,-2
O=C(/C=C/c1c(Cl)nc2ccccn12)N1CCCCC1,3,·,·,-1,8,-1,1
c1ccc(C[C@H]2CNCCN2CC2CCCCC2)cc1,16,0.0,0,-2,3,1,-1
CSc1nc2ccc(NS(=O)(=O)c3ccc(CNC(C)=O)cc3)cc2s1,-4,-0.9,·,2,2,·,2
CN(C)CC#Cc1ccc([C@H]2[C@@H](CO)N3C(=O)CN(C(=O)c4ccccc4)C[C@@H]23)cc1,-1,-1.4,·,2,-1,1,-15
CO[C@H]1CN(C)C(=O)c2ccc(NC(=O)NC(C)C)cc2OC[C@H](C)NC[C@H]1C,8,-0.1,12[16.7 µM],-1&-6,0,1&0,-3&-1
Cc1nc(-c2ccc(F)cc2)c(CC(=O)N2CCN(S(=O)(=O)c3ccc(F)cc3)CC2)s1,1,-0.1,·,-2,-1,6,5
COc1ccccc1C(C)NC(=O)c1cc(=O)[nH]c2ccccc12 (stereo not given),-7,1.7,-1,-1,11,2,-4
COCC(=O)Nc1ccc2c(c1)[C@H]1C[C@H](CC(=O)NCC3CC3)O[C@H](CO)[C@H]1O2,16,0.8,1[16.7 µM],-2,4,-7,8
COc1cccc(-c2ccc3c(c2)O[C@@H](CN(C)Cc2ccncc2)[C@@H](C)CN([C@H](C)CO)S3(=O)=O)c1,-3,-2.4,-10[16.7 µM],4,-2,5,-1
S=C(NC1CC1)NC1CCCc2ccccc21 (stereo not given),10,2.1,·,-1,0,-2,-1
CCOc1ccc2[nH]c(=O)c(CN(Cc3ccco3)Cc3nnnn3Cc3ccccc3)cc2c1,1,0.2,-10,-2,-6,-4,0
Cn1c2c(c(=O)n(C)c1=O)C(c1cccc(F)c1)C(C#N)=C(N)O2 (stereo not given),?,·,·,1,-1,3,2
Cc1ccc(NS(=O)(=O)c2ccc3c(c2)NC(=O)CO3)cc1C,-3,-1.4,?,0,-2,2,9
COc1ccc(N2CCN(C(=O)CSc3ccc([N+](=O)[O-])cc3)CC2)cc1,5,0.2,·,7,4,-4,2
CCCCN1CC[C@H]2C=CC[C@@H](C(=O)Nc3ccc(Cl)cc3Cl)[C@H]2C1=O,1,-1.1,-4,·,-4,1,·
O=C(c1csc(Nc2cccc3ccccc23)n1)N1CCCC1,?,1.6,1,-18,-4,-1,3
C/C(N)=C(/C#N)C(=O)COC(=O)CCSc1ccccc1,-5,0.2,-1,-1,0,-5,2
O=C(c1cccc(F)c1)N1CC2(C1)[C@@H](c1ccccc1)[C@H](CO)N2C(=O)C1CCC1,3,0.7,·,-3,3,-4,1
O=c1c2ccccc2nc2c3ccccc3ncn12,1,0.4,3,-1,-3,-4,3
N#C/C(=C\c1ccncc1)c1nc2ccccc2c(=O)[nH]1,-2,1.4,·,-1,-4,2,6
COc1ccc(N(CC(=O)NCCSCc2ccco2)S(=O)(=O)c2ccccc2)cc1,-3,-1.6,·,-1,-7,-45,5
O=C(O)c1ccc(-n2cccc2/C=N\NC(=O)c2cc3cc(Br)ccc3o2)cc1,0,-0.5,-21,7,·,3,64*
CCc1cccc2sc(NC(=O)c3ccc(N4C(=O)CCC4=O)cc3)nc12,14,-4.4,-2,1,1,-6,-1
COc1cccc(N2CCN(CC(=O)c3c(C)[nH]c4ccccc34)CC2)c1,-2,2.1,-11,1,-1,1,-1
COc1cccc(C(=O)Nc2cc(C)on2)c1OC,13,5.9,23,-2,·,-2,3
CC(C)Oc1cc2ccccc2cc1CNC[C@H]1O[C@@H](n2cnc3c(N)ncnc32)[C@H](O)[C@@H]1O,-2,2.0,-3,-9,-3,3,0
O=[N+]([O-])c1ccc(O)c(C=Nc2ccc3nc(-c4ccccc4)[nH]c3c2)c1,·,·,·,-6,7,1,5
CC(=NO)C1CCC2C3CCC4=CC(=NO)CCC4(C)C3C(O)CC12C (stereo not given),0,-1.6,-3,·,-1,-3,6
C[C@@H]1CN([C@H](C)CO)C(=O)c2cc(C#CC(C)(C)O)cnc2O[C@@H]1CN(C)Cc1ccccn1,-7,-1.9,0[16.7 µM],-3,-1,2,-3
Cc1c(C)c2ccc(OCC(=O)NC3CCN(Cc4ccccc4)CC3)c(C)c2oc1=O,0,1.8,2,-7,-1,·,-12
Cc1noc(C)c1S(=O)(=O)Nc1cccc2c1O[C@H](CN(C)S(C)(=O)=O)[C@H](C)CN([C@@H](C)CO)C2=O,0,0.3,1[16.7 µM],-15,1,-2,3
COc1ccc(CNC(=O)CN(c2cc(C)cc(C)c2)S(=O)(=O)c2c(C)noc2C)cc1,?,1.9,0,·,·,-3,-2
CC1CC(=O)Nc2ccccc2N1C(=O)CSc1ncnc2sccc12 (stereo not given),6,-1.6,2,1,1,0,1
Cc1ccc(C=NNc2nc3c([nH]2)c(=O)n(C)c(=O)n3C)cc1,-3,2.2,·,·,6,-6,-13
CC(=O)c1cccc(S(=O)(=O)Nc2ccc3nc(C)sc3c2)c1,?,2.1,13,0,0,-1,12

# Next section (2 carried over from the part before).
SMILES,DENV2 CPE,CFTR F508del cor,miR-122 sensor,SIRT5 inh,ERAP1 inh,ERp5 block,CASP6 VEID inh
Cc1ccc(C=NNc2nc3c([nH]2)c(=O)n(C)c(=O)n3C)cc1,-3,2.2,·,·,6,-6,-13
CC(=O)c1cccc(S(=O)(=O)Nc2ccc3nc(C)sc3c2)c1,?,2.1,13,0,0,-1,12
CC1CCN(C(=O)c2ccc3c(c2)OCO3)CC1,-13,-2.2,-2,-1,3,4,2
COc1ccc(S(=O)(=O)N2CCCCC2)cc1NC(=O)COC(=O)c1ccco1,1,0.6,·,-2,-4,3,0
CC(C)CC#Cc1ccc2c(c1)O[C@@H](CN(C)C(=O)C1CCCCC1)[C@H](C)CN([C@H](C)CO)S2(=O)=O,-4,2.4,1[16.7 µM],19*,8,6,3
CCCc1c(C(=O)Nc2ccc(C(F)(F)F)cc2)cnn1-c1ccccc1,-4,-0.7,·,0,-2,-1,1
CSc1nccc(-c2sc(SC)c(C#N)c2-c2ccccc2)n1,-1,0.8,·,-5,·,-2,0
O=C(COc1ccc(S(=O)(=O)N2CCCC2)cc1[N+](=O)[O-])N1CCCCC1,-9,0.5,-2,·,-3,-4,0
COc1ccc(NC(=O)Nc2ccc3c(c2)C(=O)N([C@@H](C)CO)C[C@H](C)[C@H](CN(C)C(=O)Nc2ccc4c(c2)OCO4)OCCCC[C@H](C)O3)cc1,-1,-0.7,-6[16.7 µM],0,2,3,1
COc1ccc(NS(=O)(=O)c2cccc(C(=O)NNC(=O)NCCCl)c2)cc1,1,0.8,·,-3,5,2,2
COc1cc(OC)cc(C(=O)NC(C(=O)NCCc2ccccn2)C(C)C)c1 (stereo not given),?,3.4,-3,-4,3,7,1
CCc1cccc(NC(=O)CN(C)C2=NS(=O)(=O)c3ccccc32)c1,4,1.0,6,-3,-1,-7,1
CC(c1ccccc1)N1C(=O)c2ccc(C(=O)Nc3ccccc3C(=O)O)cc2C1=O (stereo not given),0,-0.2,·,1,-3,-1,9
Cc1cc(Cl)ccc1OCC(=O)NNC(=O)C1CCCO1 (stereo not given),-1,0.3,·,-3,2,3,0
O=C(N/N=C/c1cc(Br)c(Br)o1)C(O)c1ccccc1 (stereo not given),3,1.2,·,·,1,-7,40*
COc1ccc(NC(=O)C2CC3C=CC2C3)c([N+](=O)[O-])c1 (stereo not given),7,0.9,·,-5,2,-1,1
CC(C)CC(=O)N1CCN(C(=O)c2ccco2)CC1,-6,1.1,·,2,2,2,0
COc1ccc(CSCCc2n[nH]c(=S)n2-c2ccccc2)cc1,-3,-1.8,·,-2,2,-3,7
CCN(C(=O)CSc1nc2ccccc2c(=O)n1-c1ccccc1F)C1CCS(=O)(=O)C1 (stereo not given),-4,11*,-10,-4,1,3,6
O=C(c1cc(-c2cccc(Cl)c2)on1)N1CCCCCC1,1,-2.3,4,-1,1,2,2
CC(C)NC(=O)N(C)C[C@H]1Oc2cc(-c3ccncc3)ccc2S(=O)(=O)N([C@@H](C)CO)C[C@H]1C,-4,0.7,-14[16.7 µM],1,-3,4,-1
CC1NC(C)c2c(ccc3ccccc23)O1 (stereo not given),-6,-6.6,22,-1,-1,6,-1
CC1CCN(C(=O)CS(=O)(=O)Cc2ccccc2)CC1,0,-0.8,-3,-3,-4,2,5
COc1cccc(S(=O)(=O)N[C@@H]2CC[C@H](CCNC(=O)Cc3ccncc3)O[C@@H]2CO)c1,-5,-0.5,·,3,3,-8,-3
CCOc1ccc(NC(=O)COc2ccc3c(c2)OCO3)cc1,1,-1.4,-1,0,-3,-3,-3
C#CC1(NC(=S)Nc2cccc(OC)c2)CCCCC1,8,-0.1,·,·,-2,6,-3
COc1ccc(N(C)S(=O)(=O)c2cccc(C(=O)Nc3cccc(C(=O)NC4CC4)c3)c2)cc1,6,-1.3,8,-1,1,0,3
CC(C)NC(=O)Nc1ccc2c(c1)C(=O)N([C@H](C)CO)C[C@H](C)[C@H](CN(C)Cc1ccc(-c3ccccc3)cc1)O2,6,-5.9,-12[16.7 µM],31*,0,1,0

# Filtered by structure: the compounds so far containing a halogen (twelve)
SMILES,DENV2 CPE,CFTR F508del cor,miR-122 sensor,SIRT5 inh,ERAP1 inh,ERp5 block,CASP6 VEID inh
O=C(/C=C/c1c(Cl)nc2ccccn12)N1CCCCC1,3,·,·,-1,8,-1,1
Cc1nc(-c2ccc(F)cc2)c(CC(=O)N2CCN(S(=O)(=O)c3ccc(F)cc3)CC2)s1,1,-0.1,·,-2,-1,6,5
Cn1c2c(c(=O)n(C)c1=O)C(c1cccc(F)c1)C(C#N)=C(N)O2 (stereo not given),?,·,·,1,-1,3,2
CCCCN1CC[C@H]2C=CC[C@@H](C(=O)Nc3ccc(Cl)cc3Cl)[C@H]2C1=O,1,-1.1,-4,·,-4,1,·
O=C(c1cccc(F)c1)N1CC2(C1)[C@@H](c1ccccc1)[C@H](CO)N2C(=O)C1CCC1,3,0.7,·,-3,3,-4,1
O=C(O)c1ccc(-n2cccc2/C=N\NC(=O)c2cc3cc(Br)ccc3o2)cc1,0,-0.5,-21,7,·,3,64*
CCCc1c(C(=O)Nc2ccc(C(F)(F)F)cc2)cnn1-c1ccccc1,-4,-0.7,·,0,-2,-1,1
COc1ccc(NS(=O)(=O)c2cccc(C(=O)NNC(=O)NCCCl)c2)cc1,1,0.8,·,-3,5,2,2
Cc1cc(Cl)ccc1OCC(=O)NNC(=O)C1CCCO1 (stereo not given),-1,0.3,·,-3,2,3,0
O=C(N/N=C/c1cc(Br)c(Br)o1)C(O)c1ccccc1 (stereo not given),3,1.2,·,·,1,-7,40*
CCN(C(=O)CSc1nc2ccccc2c(=O)n1-c1ccccc1F)C1CCS(=O)(=O)C1 (stereo not given),-4,11*,-10,-4,1,3,6
O=C(c1cc(-c2cccc(Cl)c2)on1)N1CCCCCC1,1,-2.3,4,-1,1,2,2

# High-throughput results (PubChem)
